Pf growth 96h = P. falciparum growth inhibition at 96 hours | P. falciparum luciferase reporter growth, 96 h | Potency, µM (doses to about 28.7 µM), for inactives: at the top dose activity change, negative = inhibition, most hits filed as inhibitors | actives 6.9% (n = 320,000)
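Readout is luminescence from an integrated firefly luciferase in P. falciparum. Red cells, 2% hematocrit and 0.05% parasitemia final, were cultured with compound through two parasite generations (96 hours) at 37 C, 5% CO2.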
Pf growth 48h = P. falciparum growth inhibition at 48 hours (one generation) | actives 5.9% (n = 310,000) | P. falciparum luciferase growth in erythrocytes, 48 h | Potency, µM (top dose mostly 28.7 µM), inactives show top-dose activity change, negative = inhibition, usual class: inhibitors
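First compound was added to culture medium, then infected red cells at 0.1% parasitemia and 2% hematocrit (final). After incubation at 37 C under 5% CO2, luciferase detection reagent was dispensed and light output recorded.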
Sm TGR block = blocks Schistosoma mansoni thioredoxin glutathione reductase; Q962Y6; purified TGR, DTNB reduction, TNB absorbance 405 nm; Potency, µM (doses to about 114 µM), without a hit: at the top dose activity change, negative = inhibition, usual class: inhibitors; actives 3% (n = 360,000); note: nearly all actives have a fitted effect of over 60% in size
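Kinetic colorimetric format: TGR-catalysed, NADPH-driven DTNB reduction monitored via TNB absorbance. Enzyme dispensed at 20 nM; compound exposure 15 min at room temperature before reaction start.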
Tb PYK inh = T. brucei pyruvate kinase inhibition | Q57TT1 | TbPYK enzyme, Kinase-Glo Plus ATP luminescence, 45 min | Potency, µM (titrated, usually from 76.8 µM), for inactives: at the top dose activity, negative = inhibition, usual class: inhibitors | actives 0.12% (n = 410,000); note: nearly all actives have a fitted effect of over 50% in size
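Screened from lowest to highest concentration, compounds were pinned into TbPYK/substrate mixtures, and ADP (130 uM final) was added. Plates sat at room temperature for 45 min prior to Kinase-Glo Plus detection by luminescence.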
HCV inhibitor = inhibitors of hepatitis C virus infection; AID 651820; Potency, µM (doses to about 41.8 µM), inactives show at the highest dose activity change, negative = inhibition, usual class: inhibitors; Huh7.5.1 HCVcc-Cre infection, luciferase reporter, 44 h; actives 3.4% (n = 340,000)
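Seed cells (1,000/well) for 4 h; treat with compound and infect with HCVcc-Cre, moi about 0.5. Incubate 44 h, then detect luciferase activity.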
LmPK inh = inhibitors of Leishmania mexicana pyruvate kinase | Potency, µM (highest dose often 57.5 µM), inactives show at the highest dose activity change, negative = inhibition, hits mostly inhibitors | AID 1721 | actives 0.37% (n = 290,000) | purified LmPK, Kinase-Glo ATP luminescence, 1 h | Q27686
Target sequence (Q27686 whole entry, looked up): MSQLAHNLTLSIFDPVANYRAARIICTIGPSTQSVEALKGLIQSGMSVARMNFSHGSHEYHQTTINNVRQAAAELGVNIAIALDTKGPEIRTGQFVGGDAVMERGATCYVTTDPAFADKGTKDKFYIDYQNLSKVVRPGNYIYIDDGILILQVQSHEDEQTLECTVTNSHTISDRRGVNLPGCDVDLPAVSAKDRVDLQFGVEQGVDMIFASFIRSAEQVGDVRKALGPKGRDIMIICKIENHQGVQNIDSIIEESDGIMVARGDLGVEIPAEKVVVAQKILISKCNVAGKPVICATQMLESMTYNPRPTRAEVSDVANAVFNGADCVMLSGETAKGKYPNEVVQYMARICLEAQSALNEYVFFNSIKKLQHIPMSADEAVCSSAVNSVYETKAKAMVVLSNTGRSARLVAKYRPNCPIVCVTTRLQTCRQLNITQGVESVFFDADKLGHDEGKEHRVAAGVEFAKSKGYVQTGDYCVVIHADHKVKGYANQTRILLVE
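ATP generated from ADP (0.1 mM) and PEP (0.5 mM) by 0.1 nM LmPK over 1 h at room temperature (pH 7.2 imidazole buffer) was detected by coupled luciferase luminescence. Values were normalized to uninhibited and no-enzyme wells.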
* = called active by the depositor; & = joins results of further samples; [ ] = another dose, or the depositor's remark. Calls come from the whole dose curve; as a rule, active = well fitted curve in the direction sought with a large enough effect; inconclusive = small, poorly fitted or top-dose-only effect, or another doubt; inactive = no such curve, though single readings can be large; an effect the other way counts as inactive or inconclusive. % is set by controls: 0 for no effect and ±100 for the full control effect; potency is the fitted concentration of half-maximal effect.

For CCC(=O)Nc1ccc(NCc2ccc(-c3ccccc3)cc2)cc1 the results were Pf growth 96h inconclusive, Pf growth 48h -1%, Sm TGR block -2%, Tb PYK inh 0%, HCV inhibitor 6% and LmPK inh -3%.
Screening Cc1ccc(OCC(=O)c2cc(C)n(CC(F)(F)F)c2C)c([N+](=O)[O-])n1 returned Pf growth 96h 37%[1.15 µM], Pf growth 48h 21%, Sm TGR block -26%, Tb PYK inh -6%, HCV inhibitor inconclusive and LmPK inh 1%.
For COc1cc(OC)c(-c2nc(-c3ccncc3)no2)cc1OC the results were Pf growth 96h 28%, Pf growth 48h 78%[activator], Sm TGR block -19%, Tb PYK inh -4%, HCV inhibitor -11% and LmPK inh 5%.
For CCOC(=O)CSc1nc2ccccc2c(=O)n1CC1CCCC1 the results were Pf growth 96h -3%, Pf growth 48h inconclusive, Sm TGR block -1%, Tb PYK inh inconclusive, HCV inhibitor inconclusive and LmPK inh 2%.
Screening Cc1ccc(C(=O)C(C)OC(=O)CNC(=O)c2ccc(Br)o2)cc1 (stereo unspecified) returned Pf growth 96h -1%, Pf growth 48h 1%, Sm TGR block -17%, Tb PYK inh 6% and HCV inhibitor -27%.
`CCOC(=O)C1(CCc2ccccc2)CCN(C(=O)C2=C(C)OCCO2)CC1` gave Pf growth 96h inconclusive, Pf growth 48h -4%, Sm TGR block 0%, Tb PYK inh 3%, HCV inhibitor -15% and LmPK inh 0%.
For Cc1ccnc(NC(=O)CNC(=O)COc2ccccc2)c1 the results were Pf growth 96h 230%[activator], Pf growth 48h 125%[activator], Sm TGR block -4%, Tb PYK inh -2% and HCV inhibitor 8%.
`Cc1ccc(CSCC(=O)NN=C2CCN(C)CC2)cc1` gave Pf growth 96h 319%[activator], Pf growth 48h 4%, Sm TGR block -5%, Tb PYK inh 4%, HCV inhibitor 9% and LmPK inh -3%.
For CN(C(=O)COC(=O)CNC(=O)c1ccc(Cl)cc1Cl)c1ccccc1 the results were Pf growth 96h 13%, Pf growth 48h -16%, Sm TGR block -5%, Tb PYK inh 3%, HCV inhibitor 11% and LmPK inh -2%.
`CCC(=O)N/N=C/c1ccc(-c2ccc([N+](=O)[O-])cc2)o1` gave Pf growth 96h 10µM*, Pf growth 48h -2%, Sm TGR block 0%, Tb PYK inh -4%, HCV inhibitor -12% and LmPK inh 0%.
Screening CCCCn1c(N)c(N(CCC(C)C)C(=O)c2[nH]c(C)c(C(=O)OCC)c2C)c(=O)[nH]c1=O returned Pf growth 96h inconclusive, Pf growth 48h -31%, Sm TGR block 2%, Tb PYK inh -13% and HCV inhibitor 5%.
For O=C(CCNS(=O)(=O)c1ccccc1C(F)(F)F)NCC(c1ccco1)N1CCCCC1 (stereo unspecified) the results were Pf growth 96h inconclusive, Pf growth 48h inconclusive, Sm TGR block 0%, Tb PYK inh -2% and HCV inhibitor -2%.
For O=C(Nc1ccccc1)c1ccc(-c2ccc(F)cc2)s1 the results were Pf growth 96h 54%[activator], Pf growth 48h 5%, Tb PYK inh 2%, HCV inhibitor -2% and LmPK inh -4%.
For NC(=O)C(c1ccccc1)c1ccc(C(=O)c2ccccc2)cc1 (stereo unspecified) the results were Pf growth 96h 56%[activator], Pf growth 48h 17%, Sm TGR block -19%, Tb PYK inh -4%, HCV inhibitor 0% and LmPK inh -3%.
For CCc1ccccc1NC(=O)CN(C)C(=O)c1cccc(S(=O)(=O)N2CCCCCC2)c1 the results were Pf growth 96h inconclusive, Pf growth 48h inconclusive, Sm TGR block -8%, Tb PYK inh -1% and HCV inhibitor inconclusive.
Screening O=C1CC(c2ccccc2Cl)CC(O)=C1C=Nc1ccccc1 (stereo unspecified) returned Pf growth 96h -7%, Pf growth 48h 2%, Sm TGR block -5%, Tb PYK inh -4%, HCV inhibitor 4% and LmPK inh 0%.
Cc1cc(C)c2cc(C(=O)N3CCC(N4CCCCC4)CC3)[nH]c2c1 was read as Pf growth 96h -27%, Pf growth 48h inconclusive, Sm TGR block -10%, Tb PYK inh -4%, HCV inhibitor -23% and LmPK inh -1%.
CC(C)(Oc1ccc(Cl)cc1)C(=O)NCc1ccc(S(N)(=O)=O)cc1 was read as Pf growth 96h inconclusive, Pf growth 48h -5%[5.75 µM], Sm TGR block 11%, Tb PYK inh -7%, HCV inhibitor -10% and LmPK inh 2%.
`O=C(CN1C(=O)/C(=C\c2cccs2)SC1=S)Nc1cccc(C(=O)O)c1` gave Pf growth 96h inconclusive, Pf growth 48h -21%, Sm TGR block 1%, Tb PYK inh -9%, HCV inhibitor 2% and LmPK inh 1%.
Screening O=Cc1cccn1Cc1ccc(Cl)cc1Cl returned Pf growth 96h -19%, Sm TGR block -19%, Tb PYK inh -5%, HCV inhibitor 12% and LmPK inh 5%.
c1ccc(-n2nnnc2SCc2cccc(CSc3nnnn3-c3ccccc3)n2)cc1 was read as Pf growth 96h -29%, Pf growth 48h inconclusive, Sm TGR block 6%, Tb PYK inh 8%, HCV inhibitor inconclusive and LmPK inh 3%.
Screening c1csc(-c2nc3nc4ccccc4nc3n2Cc2ccc3c(c2)OCO3)c1 returned Pf growth 96h 17%, Pf growth 48h inconclusive, Sm TGR block 5%, Tb PYK inh -9%, HCV inhibitor -22% and LmPK inh -2%.
Screening COc1cc(OC)c(OC)cc1CN1CCCC(C(=O)c2ccccc2SC)C1 (stereo unspecified) returned Pf growth 96h 3.7µM*, Pf growth 48h -7%, Sm TGR block -8%, Tb PYK inh 3%, HCV inhibitor -1% and LmPK inh 1%.
For CC1(C)CCCN(C(=O)c2ccc3c(c2NCCO)C(=O)c2ccccc2C3=O)C1 the results were Pf growth 96h inconclusive, Pf growth 48h 13µM*, Sm TGR block 0%, Tb PYK inh -18%, HCV inhibitor inconclusive and LmPK inh -21%.
For COc1ccc(NC(=O)C2CCCN(S(=O)(=O)c3ccc4c(c3)oc(=O)n4C)C2)c(OC)c1 (stereo unspecified) the results were Pf growth 96h inconclusive, Sm TGR block -8%&0%, Tb PYK inh 4%&2%, HCV inhibitor -16% and LmPK inh 0%.
CCCCNC(=O)c1ccc(CS(=O)(=O)c2cccc(C(F)(F)F)c2)o1 was read as Pf growth 96h 302%[activator], Pf growth 48h 19%, Sm TGR block inconclusive, Tb PYK inh 0%, HCV inhibitor 17% and LmPK inh 1%.
COc1ccc(CNC(=O)CN2C(=O)CSc3ccc(S(=O)(=O)N4CCOCC4)cc32)c(OC)c1 was read as Pf growth 96h -23%, Pf growth 48h -6%, Sm TGR block -4%&-3%, Tb PYK inh -8%&2%, HCV inhibitor 1% and LmPK inh 1%.
COC(=O)c1cnn(-c2cc(Oc3cccc(C)c3)ncn2)c1N was read as Pf growth 48h 16%, Sm TGR block -11%, Tb PYK inh -8%, HCV inhibitor inconclusive and LmPK inh -1%.
O=C(NCCc1ccccc1)c1cc(-c2ccncc2)nc2ccc(S(=O)(=O)N3CCOCC3)cc12 was read as Pf growth 96h -1%, Pf growth 48h -19%, Sm TGR block -2%, Tb PYK inh 8%, HCV inhibitor inconclusive and LmPK inh 6%.
Screening CC1CC(C)CN(CC(O)COCc2ccccc2)C1 (stereo unspecified) returned Pf growth 96h -20%, Pf growth 48h -5%, Sm TGR block -4%, Tb PYK inh 0%, HCV inhibitor 20% and LmPK inh -1%.
For CN1CCN(C(=O)C2CCN(c3ncnc4c3nc3n4CCCCC3)CC2)CC1 the results were Pf growth 96h 4%, Pf growth 48h 15%, Sm TGR block -30%, Tb PYK inh 0%, HCV inhibitor 3% and LmPK inh 7%.
For C=CCn1c(SCC(=O)Nc2sccc2C(N)=O)nc2ccc(Cl)cc2c1=O the results were Pf growth 96h -46%, Pf growth 48h -10%, Sm TGR block inconclusive, Tb PYK inh -9%, HCV inhibitor 7.9µM* and LmPK inh 2%.
For CCOc1ccccc1/C=N/Nc1ccnc(=O)[nH]1 the results were Pf growth 96h inconclusive, Pf growth 48h inconclusive, Sm TGR block 1%, Tb PYK inh 9%, HCV inhibitor 11µM* and LmPK inh -2%.

Entries from the list above that have a CF3 group:
Screening Cc1ccc(OCC(=O)c2cc(C)n(CC(F)(F)F)c2C)c([N+](=O)[O-])n1 returned Pf growth 96h 37%[1.15 µM], Pf growth 48h 21%, Sm TGR block -26%, Tb PYK inh -6%, HCV inhibitor inconclusive and LmPK inh 1%.
For O=C(CCNS(=O)(=O)c1ccccc1C(F)(F)F)NCC(c1ccco1)N1CCCCC1 (stereo unspecified) the results were Pf growth 96h inconclusive, Pf growth 48h inconclusive, Sm TGR block 0%, Tb PYK inh -2% and HCV inhibitor -2%.
CCCCNC(=O)c1ccc(CS(=O)(=O)c2cccc(C(F)(F)F)c2)o1 was read as Pf growth 96h 302%[activator], Pf growth 48h 19%, Sm TGR block inconclusive, Tb PYK inh 0%, HCV inhibitor 17% and LmPK inh 1%.

In the list so far, 4 have an aryl thioether with sulfur outside any ring:
For CCOC(=O)CSc1nc2ccccc2c(=O)n1CC1CCCC1 the results were Pf growth 96h -3%, Pf growth 48h inconclusive, Sm TGR block -1%, Tb PYK inh inconclusive, HCV inhibitor inconclusive and LmPK inh 2%.
c1ccc(-n2nnnc2SCc2cccc(CSc3nnnn3-c3ccccc3)n2)cc1 was read as Pf growth 96h -29%, Pf growth 48h inconclusive, Sm TGR block 6%, Tb PYK inh 8%, HCV inhibitor inconclusive and LmPK inh 3%.
Screening COc1cc(OC)c(OC)cc1CN1CCCC(C(=O)c2ccccc2SC)C1 (stereo unspecified) returned Pf growth 96h 3.7µM*, Pf growth 48h -7%, Sm TGR block -8%, Tb PYK inh 3%, HCV inhibitor -1% and LmPK inh 1%.
For C=CCn1c(SCC(=O)Nc2sccc2C(N)=O)nc2ccc(Cl)cc2c1=O the results were Pf growth 96h -46%, Pf growth 48h -10%, Sm TGR block inconclusive, Tb PYK inh -9%, HCV inhibitor 7.9µM* and LmPK inh 2%.
